# Screens deposited in PubChem by Broad Institute.
# PGC1a acetyl inh – PGC1a acetylation modulation, inhibitor mode. U2OS PGC1a acetylation, AlphaScreen anti-acetyl-lysine; with virally co-expressed GCN5 acetyltransferase. inhibition, % at 15.6 µM. 0.17% of 350,000 active. AID 651687;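 active = every replicate shows inhibition of at least 40%; inconclusive = mean inhibition at least 40% but some replicate below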;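 also: 0% = neutral control wells and 100% = positive control wells; some results beyond the cut were filed as inactive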
# E-sel inducer – induces E-selectin expression in human endothelial cells; P16581; HUVEC E-selectin immunofluorescence imaging; normalized: neutral wells 0, TNF-alpha wells 100; activation, % at 7.58 µM; 0.37% of 260,000 active; AID 686992;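 active = mean E-selectin-positive cell signal at least 10% of the positive control, reached in at least 60% of replicates, without over 20% cell loss; inconclusive = no rule given, readout overlaps actives, possibly toxicity-flagged; inactive = the rest, including those meeting only one limit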;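 also: in these data hits start at about 27%; measured in HUVEC primary endothelial cells; signal is the percent of cells scored E-selectin positive by PE staining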
#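 Test system – human umbilical vein endothelial cells (HUVEC), E-selectin induction · Input – 3,000 HUVEC seeded per well · Buffer or medium – EGM-2, gelatin · Compound dosing – single-point compound dose · Detection – immunofluorescence imaging · Measure – percent E-selectin-positive cells · Controls – TNF-alpha high, DMSO low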
# PglD inh – PglD (C. jejuni) enzyme inhibition; 0.098% of 360,000 active; AID 602405; purified PglD enzyme, DTNB colorimetric CoA detection; inhibition, % at 12.5 µM; in the data active = inhibition above about 16%, passing the limit was not always enough; inconclusive = no clear call, values can overlap the other calls; also: strong numbers were not always called active
# RAD52 anneal inh – inhibitors of human RAD52 DNA annealing; P43351; recombinant RAD52 DNA annealing, FRET fluorescence; inhibition, % at 18.7 µM; 0.46% of 360,000 active;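 active = every replicate showing at least 50% inhibition; inconclusive = mean inhibition at least 50% but not in every replicate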
# miR122 inh – miR-122 inhibition in Huh7 cells; Huh7 miR-122 Renilla luciferase sensor, 48 h; neutral wells = 0, positive control = 100; activation (reporter increase), % at 12.5 µM; 0.3% of 340,000 active; AID 602342;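 active = mean replicate activation score at least 90 and every replicate individually at or above 90; inconclusive = only one of the two criteria met; inactive = neither criterion met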;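 also: higher luciferase means less miR-122 activity so hits act as miR-122 inhibitors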
# RAD54 branch – RAD54 (human) branch migration inhibition; RAD54 Holliday junction branch migration, FAM/BHQ fluorescence; 0.14% of 360,000 active; inhibition, % at 10.4 µM;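 active = mean normalized replicate activity at least 40 and at least half of replicates scoring 40 or more; inconclusive = only one of the two criteria met; inactive = mean below 40 and under half of replicates reaching 40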;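 also: 0% = median of neutral control wells and 100% = median of positive control wells; inhibitors cause a drop in the FAM fluorescence signal; in these data hits start at about 50%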
# Target sequence (Q92698 whole entry, looked up): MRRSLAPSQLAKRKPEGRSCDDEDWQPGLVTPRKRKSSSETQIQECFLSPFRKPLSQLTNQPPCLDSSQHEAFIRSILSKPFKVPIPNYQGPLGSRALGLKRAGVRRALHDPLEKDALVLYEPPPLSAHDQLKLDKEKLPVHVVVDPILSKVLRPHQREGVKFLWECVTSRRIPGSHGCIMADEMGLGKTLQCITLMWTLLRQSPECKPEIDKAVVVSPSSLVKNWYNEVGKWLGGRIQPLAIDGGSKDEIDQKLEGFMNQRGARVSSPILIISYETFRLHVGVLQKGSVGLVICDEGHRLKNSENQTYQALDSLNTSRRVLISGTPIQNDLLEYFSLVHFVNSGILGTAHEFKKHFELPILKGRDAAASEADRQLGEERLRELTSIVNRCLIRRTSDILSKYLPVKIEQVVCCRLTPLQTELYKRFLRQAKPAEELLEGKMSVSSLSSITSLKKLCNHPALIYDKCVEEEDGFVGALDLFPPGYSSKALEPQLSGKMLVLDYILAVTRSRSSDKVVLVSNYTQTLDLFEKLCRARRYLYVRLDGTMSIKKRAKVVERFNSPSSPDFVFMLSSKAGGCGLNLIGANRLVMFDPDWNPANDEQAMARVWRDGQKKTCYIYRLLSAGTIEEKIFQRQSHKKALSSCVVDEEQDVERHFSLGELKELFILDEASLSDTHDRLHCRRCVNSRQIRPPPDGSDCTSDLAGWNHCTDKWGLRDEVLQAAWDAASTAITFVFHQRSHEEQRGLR
# Cneo AK release – causes C. neoformans cell lysis. 0.2% of 360,000 active. adenylate kinase release luminescence, 4 h; normalised: neutral wells 0, clomiphene wells 100. lysis activity, % at 15 µM. AID 651654;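 active = mean lysis activity across replicates of at least 80%, whatever share of replicates individually reach that level; inactive = mean lysis activity below 80%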
#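 Test system: log-phase Cryptococcus neoformans yeast cells; Quantity: yeast cell density of 5 × 10^6 cells/mL; Buffer or medium: YPD; Doses: single compound concentration per well; Timing: 4 h at 37 °C static, read 1 h later; Measured by: AK luminescence; Read-out basis: lysis from increased AK signal; Control set: Clomiphene as positive control.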
# ERAP1 HTS inh – blocks human ERAP1 aminopeptidase activity | Q9NZ08 | recombinant ERAP1, Leu-AMC fluorescence, 60 min | inhibition, % at 10.7 µM | 0.15% of 340,000 active;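 active = mean replicate inhibition of at least 30%, or all replicates individually reaching that 30% level; inactive = mean below 30% and not every replicate reaching it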;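 also: 0% = neutral control wells and 100% = L-leucinethiol positive control wells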
# Starred values were filed as active, the others as inactive; ? = inconclusive; nt = no result given; & = joins results of further samples; [ ] = dose if it differs, or a comment.
SMILES,PGC1a acetyl inh,E-sel inducer,PglD inh,RAD52 anneal inh,miR122 inh,RAD54 branch,Cneo AK release,ERAP1 HTS inh
CCOc1ccc(C(C)=O)cc1CN1C(=O)NC2(CCCCCCC2)C1=O,-20.1,2.5,nt,-23.9,-2.8,nt,nt,0.9
COC(=O)c1ccccc1NC(=O)C1CCN(S(C)(=O)=O)CC1,14.6,nt,1.0,nt,-1.9,9.6,-2.1,nt
CC(=O)NC(=S)Nc1ccc(S(=O)(=O)Nc2ncccn2)cc1,5.3,0.0,6.2,-1.8,nt,-2.1,0.5,0.5
CCOC(=O)c1c(C)nn(Cc2ccccc2)c1N,0.8,nt,-1.2,nt,-5.9,1.5,1.7,nt
Cc1cccc(NC(=S)NC2CC3CCCC(C2)N3Cc2cccs2)c1C (configuration not stated),-13.1,nt,-0.2,-4.4,-0.6,-6.3,-0.8,6.1
C[C@H]1CCCCO[C@H](CN(C)C)[C@@H](C)CN([C@@H](C)CO)C(=O)c2cc(NS(=O)(=O)c3cccs3)ccc2O1,-2.2,-0.3,0.1,-18.9,-0.1[16.7 µM],7.4,-11.3,-0.4
O=S(=O)(c1ccccc1)N(CC1CO1)c1cc(Cl)ccc1Cl (configuration not stated),-0.5,nt,5.2,-20.6,1.9,-0.9,-1.9,0.1
CCN1CCC[C@H]1CNC(=O)c1c(OC)ccc(Br)c1OC,-18.7,0.0,2.1,1.6,-1.1,-7.0,2.8,-2.8
c1coc(-c2nnc(SCc3cn4ccccc4n3)o2)c1,-24.5,nt,-0.9,nt,-6.1,2.7,-2.0,nt
Cc1ccc(C(=O)OCC(=O)NCCc2ccc(F)cc2)cc1S(=O)(=O)N1CCOCC1,nt,-0.9,2.5,-4.5,nt,-1.2,1.4,5.0
O=C(c1cc(-c2cccs2)on1)N1CCc2ccccc2C1,-2.6,nt,1.2,nt,-4.0,8.3,2.7,nt
CN(C)c1cccc2c1c(NC(=O)Nc1ccccc1)nn2C,2.9,0.1,nt,-5.5,0.2,nt,nt,2.0
CSc1n[nH]c(NCc2ccc(Cl)cc2)n1,-1.3,nt,0.2,nt,-1.7,0.7,-4.1,nt
COc1ccccc1CCNC(=O)CSc1ccc(-c2ccco2)nn1,12.3,1.9,nt,-28.1,nt,nt,nt,-2.1
CCCc1nc2ccc(NC(C)=O)cc2c(=O)n1Cc1ccccc1Cl,nt,0.4,-0.6,-19.3,nt,-1.3,10.1,-2.1
COc1cc(C=O)ccc1OCCOCCOc1cc(C)ccc1Cl,-41.7,nt,-0.7,nt,-2.0,-1.8,2.7,nt
O=C(Cc1cccnc1)N[C@@H]1CC[C@@H](CCn2cc(-c3ccccc3F)nn2)O[C@H]1CO,3.8,0.1,13.0,17.3,nt,-4.1,54.8,0.7
Cc1cc2c(cc1S(=O)(=O)NCc1ccc(N(C)C)cc1)OCC(=O)N2,-8.2,-1.1,-6.8,-13.4,-1.7,-20.0,2.5,7.0
C[C@H](CO)N1C[C@H](C)[C@H](CN(C)S(=O)(=O)c2cn(C)cn2)Oc2ncc(C#CCN(C)C)cc2C1=O,2.9&5.4,0.1,-0.1&-2.3,-9.6&2.5,4.4&2.2[16.7 µM],14.5&0.6,5.9&4.6,0.2&-1.2
NS(=O)(=O)c1cccc(NC(=O)c2cccc(S(=O)(=O)N3CCCCCC3)c2)c1,-4.7,-0.1,-3.7,-14.7,9.4,-4.5,0.6,1.0
c1cc(-c2ccc3nncn3c2)ccc1CN1CCOCC1,-0.3,1.6,-1.0,-8.8,0.9,-7.5,-10.3,-4.2
C[C@@H](O)C#Cc1cnc2c(c1)C(=O)N([C@@H](C)CO)C[C@H](C)[C@@H](CN(C)Cc1cncnc1)O2,7.7,-0.1,1.2,-1.6,2.8[16.7 µM],-5.6,0.6,-1.0
O=C(Nn1cnnc1)c1ccc(Cl)cc1[N+](=O)[O-],-11.9,0.1,-7.3,3.5,-1.0,-3.9,6.9,1.0
COc1ccc(C2N=C(c3ccccc3)C(C)(C)N2O)cc1 (configuration not stated),-1.0,nt,4.8,-10.1,-1.5,1.2,2.6,-0.5
Cc1noc(C)c1NC(=O)Nc1ccc2c(c1)C(=O)N([C@@H](C)CO)C[C@@H](C)[C@@H](CN(C)CC1CCCCC1)OCCCC[C@H](C)O2,?,0.3,-0.5,21.8,8.5[16.7 µM],9.0,57.7,-1.8
O=C(O)c1cc(-c2ccc(Cl)cc2)n(-c2cccc(Cl)c2)n1,-3.3,0.1,-1.2,-3.2,2.1,2.6,3.5,4.1
CO[C@@H]1CN(C)C(=O)c2ccc(NC(=O)c3cc(C)on3)cc2OC[C@@H](C)N(S(=O)(=O)c2cccc(C)c2)C[C@H]1C,-9.3,-0.1,-3.1,-22.2,nt,-1.4,1.3,1.6
COc1cc(Br)cc(C(=O)N2CCc3ccccc32)c1OC,2.9,nt,3.4,-1.9,18.6,-2.1,0.8,-0.4
CCOC(=O)N1CCN(C(=O)CN(c2ccc(Cl)c(C(F)(F)F)c2)S(C)(=O)=O)CC1,-13.1,nt,6.8,nt,-1.3,-3.5,-0.3,nt
Cc1cccn2c(=O)c(/C=C(\C#N)C(N)=O)c(N3CCCCCC3)nc12,3.1,0.1,-8.7,-7.7,-22.3,5.0,0.8,-1.0
CNC[C@H]1Oc2c(cccc2N(C)C)C(=O)N([C@@H](C)CO)C[C@H]1C,2.3,-0.1,17.5,-6.1,-0.4[16.7 µM],-0.2,-1.5,-2.1
Cc1sc2nc(C(C)C)nc(SCC(=O)NCc3ccco3)c2c1C,-15.6,nt,3.2,nt,0.0,-4.0,3.6,nt
O=C(Cn1cccc1C(=O)c1ccccc1)NCCc1ccc(Cl)cc1,-19.1,nt,-5.0,-4.4,-4.0,-6.1,-0.5,2.3
C/C(=N\NC(=O)c1nnn(-c2nonc2N)c1C(C)C)c1cc(C)sc1C,nt,nt,-2.2,-14.5,-4.1,-5.8,-0.3,2.8
C=CCSc1ncc(C(=O)OCC)c(N)n1,1.9,-0.4,nt,8.2,nt,nt,nt,-1.1
O=C(COC(=O)COc1ccc(Br)cc1)NCc1ccccc1,-4.6,nt,6.4,-12.8,2.4,-4.5,-0.7,0.3
CC(OC(=O)CSc1ccccc1)C(=O)NC1CCCCC1C (configuration not stated),nt,0.0,-2.5,-0.3,-4.3,-0.8,1.1,4.4
CC(C)C(=O)NCc1cc(-c2ccccc2)no1,20.7,-0.3,nt,12.0,-1.6,nt,nt,1.7
O=C(COc1ccccc1)NC(NC(=S)Nc1ccccc1O)C(Cl)(Cl)Cl (configuration not stated),6.9,nt,-3.0,nt,4.2,-21.8,1.2,nt
CCC(=O)N1CC[C@H]2[C@@H]1c1cc(-c3cccc(F)c3)ccc1N(C)[C@H]2CO,-5.8,-0.6,-6.0,nt,8.1[16.7 µM],-13.8,-3.8,nt
COc1ccc(C(=O)NNC(=O)c2cccc3ccccc23)cc1,2.7,-0.2,-2.5,-9.6,nt,-13.3,-2.3,1.9
CCC(=O)N(c1nnc(SC(C)C(=O)Nc2ccc(N3CCOCC3)cc2)s1)C1CC1 (configuration not stated),nt,-0.1,-0.4,-4.0,0.3,-2.4,-0.3,-0.1
O=C(Cn1nnc(-c2ccc(Cl)cc2)n1)NC1CC2CCC1C2 (configuration not stated),9.4,-1.3,5.2,nt,6.7,5.1,-0.3,nt
CCOc1cc(N2CCOCC2)c(OCC)cc1NC(=O)CN1C(=O)NC(C)(c2ccc(OC)cc2)C1=O (configuration not stated),-6.6,0.8,nt,5.5,-1.4,-4.0,-0.8,-0.6
COc1ccc(C=CC(=O)C=CC=Cc2ccccc2)cc1,1.9,-1.3,-3.7,-142.1,-9.3,-9.0,-0.4,-0.2
Cc1ccc(NC(=S)Nc2ncccc2C)c(C)c1,-4.8,nt,4.1,nt,0.1,-5.4,29.6,nt
COc1ccc(NC(=O)C(NC(C)=O)C(=O)NCc2ccccc2)cc1 (configuration not stated),11.6,nt,-10.0,nt,-3.7,-5.0,-2.0,nt
Cc1noc(C)c1S(=O)(=O)Nc1cccc2c1O[C@H](CN(C)C(=O)NC(C)C)[C@H](C)CN([C@@H](C)CO)C2=O,4.2,-0.1,-5.4,-18.2,4.0[16.7 µM],0.6,50.9,-0.7
CC(C)c1ccc(S(=O)(=O)Nc2ccc(N3CCOCC3)cc2)cc1,-2.9,nt,-6.0,-12.2,5.9,-1.4,1.5,-0.5
COc1cccc(OCc2nn3c(=O)c(-c4ccccc4)nnc3s2)c1,4.6,0.0,-7.5,-25.1,10.6,5.7,-0.3,-3.2
Cc1ccc2c(CSc3nnc(C4CC4)n3N)cc(=O)oc2c1,4.1,nt,-2.3,nt,-6.4,-3.7,0.1,nt
Cc1noc(C)c1NC(=O)N(C)C[C@H]1OCCCC[C@@H](C)Oc2ccc(NC(=O)Nc3ccccc3)cc2C(=O)N([C@H](C)CO)C[C@@H]1C,-4.6,0.1,0.0,nt,11.1[16.7 µM],-7.1,6.4,nt
CC(C)OCCCNC(=O)CN1CCN(Cc2ccc(Cl)cc2)C1=O,0.1,-0.1,-1.4,-12.3,-8.0,-13.3,7.7,-4.6
COCc1cn(CC[C@H]2CC[C@@H](NC(=O)c3ccccc3)[C@H](CO)O2)nn1,7.4,0.8,0.7,-3.4,nt,-4.9,-5.5,0.1
OC[C@@H](O)[C@@H](O)[C@H](O)[C@@H](O)CO,6.9,nt,7.4,-2.9,-7.0,-13.5,0.1,0.4
O=C(COc1ccc(Cl)c(Cl)c1)NN1C(=O)C2C(C1=O)C1C=CC2C12CC2 (configuration not stated),1.0,nt,14.2,-9.8,-6.7,-12.8,-0.5,2.1
COc1cc(C(=O)N[C@H](C(=O)NC2CCCc3ccccc32)C(C)C)cc(OC)c1OC (some centres not stated),-2.2,nt,2.8,-2.6,-1.2,2.9,0.6,-0.1
